# MEKK2 WT-MEK5 = modulators of MEK5 binding to wildtype MEKK2, primary screen, biochemical, multiplex bead flow cytometry, Alexa488-MEK5 | Mitogen-activated protein kinase kinase kinase 2 (Homo sapiens), Q9Y2U5 | binding response (% of control), % at 10 µM | Alexa488-MEK5 binding to MEKK2 WT; actives lie on both sides | 290,000 compounds, 1.1% hits; in the data active means binding response below about 67% or above about 130%
# MEKK2 mut-MEK5 = MEK5 binding signal on mutant MEKK2 PB1, primary screen, biochemical, multiplex bead flow cytometry, Alexa488-MEK5. Alexa488-MEK5 binding to MEKK2 mutant. percent response, % at 10 µM. 290,000 compounds, 0.35% hits; in the data active means percent response above about 24%, passing the limit was not always enough; further: inactives centre near 1; some results filed as inactive read as strong as hits; reference of the scale not given here
# Numbers without * were called inactive; [ ] = dose if it differs, or a comment. This is a subset; rates above refer to the full screens.
SMILES	MEKK2 WT-MEK5	MEKK2 mut-MEK5
COC(C[C@@H]1O[C@H]1C(=O)COCc1ccccc1)OC	108.0	5.0
CCOC(=O)C1=C(C)N(CCCC(=O)O)C(=O)NC1c1cccs1 (centres undefined)	111.0	8.0
COc1cccc(N2[C@@H](CC(=O)O)c3ccc(/C=C/C(=O)O)cc3S2(=O)=O)c1	101.0	1.0
O=S1(=O)CCOC[C@H](Cc2ccccc2)N1Cc1ccc(Cl)cc1	100.0	-1.0
CC(=O)C[C@H]1c2ccccc2S(=O)(=O)N1C1CCCC1	104.0	3.0
COC/C=C/C1=CC2=CC(=O)C(C)(OC(=O)c3cnc4ccccc4n3)C(=O)C2=CN1c1cccc(C#N)c1 (centres undefined)	93.0	-1.0
CCCCCCCCCCCCN1[C@@H](CC(=O)OC)c2cc(C(F)(F)F)ccc2S1(=O)=O	104.0	0.0
C=CCC1(C(=O)N(C)Cc2ccccc2)CCN(C(=O)OC(C)(C)C)CC1	94.0	-6.0
C/C=C1\COC(C(=O)NCCCN2CCCC2=O)(C(F)(F)F)C=C1C=C(C)C (centres undefined)	85.0	-7.0
c1ccc(-c2nnc(C3CC(c4ccncc4)=NO3)o2)cc1 (centres undefined)	101.0	1.0
CC(C)[C@H]1COCCS(=O)(=O)N1Cc1ccccc1F	102.0	2.0
Cc1ccc(Cn2c(CCNc3nc(-c4ccc(Cl)c([N+](=O)[O-])c4)cs3)nc3cc(C(=O)NCCCO)ccc32)cc1	101.0	2.0
COC(C[C@H]1O[C@@H]1C(=O)COCc1ccccc1)OC	101.0	2.0
O=C(NCc1nc2ccccc2[nH]1)C1=C[C@H](c2coc3ccccc3c2=O)C[C@H](OCCCCO)O1	104.0	1.0
Nc1nc2n[nH]nc2c(=O)[nH]1	105.0	4.0
COCC1=C(C(=O)OC(C)OC(=O)OC(C)C)N2C(=O)[C@@H](NC(=O)/C(=N\OC)c3csc(N)n3)[C@H]2SC1 (some centres undefined)	103.0	1.0
COc1ccc([C@@H]2COc3c(ccc4c3C=CC(C)(C)O4)C2)c(OC)c1	109.0	4.0
C=CCOC(=O)C1=C[C@@H](c2csc3ccccc23)C[C@@H](OCCCCO)O1	93.0	-3.0
CCCCC[C@H](O)/C=C/[C@H]1[C@H](O)CC(=O)[C@@H]1CCCCCCC(=O)O	119.0	6.0
O=C1c2ccccc2S(=O)(=O)c2cc(C(=O)N3CCN(c4c(Cl)cncc4Cl)CC3)ccc21	92.0	-5.0
COc1ccc(-c2coc3cc(O)ccc3c2=O)cc1	108.0	3.0
O=C(NCc1cc(C(F)(F)F)cc(C(F)(F)F)c1)C1CC(c2ccc(C(F)(F)F)cc2)=NO1 (centres undefined)	98.0	-2.0
O=c1[nH]c(N2CCOCC2)cc2ccccc12	99.0	0.0
CCO[C@@H]1OC(C(N)=O)=C[C@H](C2CC2)[C@H]1CCCO	103.0	1.0
CC1(C)CC[C@]2(CO)[C@@H](O)C[C@]3(C)C(=CCC4[C@@]5(C)CC[C@H](O)C(C)(C)C5CC[C@]43C)[C@@H]2C1 (some centres undefined)	99.0	0.0
c1ccc(-c2ccc3sccc3n2)cc1	99.0	-3.0
CC1(OC(=O)CCc2ccccc2)C(=O)C=C2C=C(C3CC3)OC=C2C1=O (centres undefined)	87.0	-1.0
COC(=O)c1c(-c2ccc(OC)cc2)oc2ccc(-c3cc(OC)c(OC)c(OC)c3)cc12	113.0	6.0
CCO[C@H]1OC(C(N)=O)=C[C@@H](C(C)(C)C)[C@@H]1CCCO	102.0	-1.0
CCC/C=C(\CCC)C(NC(=O)CCc1ccccc1)c1ccc(C(F)(F)F)cc1 (centres undefined)	98.0	-4.0
CN1CCN(C(=O)C2=C[C@H](c3ccc(C(F)(F)F)cc3)C[C@H](OCCCCO)O2)CC1	101.0	2.0
CC#CCN1c2ccccc2[C@]23C[C@@H](C(=O)OC)N(C(=O)NCCBr)C2=NC(C(=O)OC)=C(C(=O)OC)[C@H]13	94.0	-4.0
CC1(c2nnc(-c3ccncc3)o2)CC(c2ccccc2)=NO1 (centres undefined)	104.0	5.0
COC(=O)c1ccc2ccccc2n1	103.0	2.0
CCOC(=O)C1Nc2c(F)cc(C)cc2C2C=CCC12 (centres undefined)	99.0	0.0
COc1ccc(CN2[C@@H](CC(=O)O)c3cc(F)ccc3S2(=O)=O)cc1	84.0	-5.0
CC(C)c1cc(-c2cc(C(=O)Nc3ccccc3)on2)nc(NC2CCCC2)n1	107.0	2.0
CCCC/C=C/C(NC(=O)c1ccc(C(=O)OC)cc1)c1ccccc1 (centres undefined)	107.0	4.0
Cc1nc(-c2ccccc2)sc1C1(C)CC(c2cccc(F)c2)=NO1 (centres undefined)	94.0	-5.0
CCOC(=O)C1=C(C)N(CCCC(=O)O)C(=O)NC1c1ccccc1 (centres undefined)	105.0	6.0
CCOC(=O)CN1C(=O)N[C@@H](CCc2ccccc2)C(C(=O)OC)=C1C	99.0	0.0
COc1cc([C@@H]2c3cc4c(cc3[C@@H](O[C@@H]3O[C@@H]5CO[C@@H](C)O[C@H]5[C@H](O)[C@H]3O)[C@H]3COC(=O)[C@H]23)OCO4)cc(OC)c1O	100.0	3.0
Cc1ccccc1CN1C(=O)[C@@H]2Cc3c([nH]c4ccccc34)C(C)(C)N2C1=O	96.0	-4.0
CCOC(=O)CN(C)C(=O)C1CCCN1C(=O)OC(C)(C)C (centres undefined)	98.0	-2.0
CCCCC(=O)N1C/C=C\[C@H](c2ccc(OC)cc2)N(Cc2ccc(F)cc2)C(=O)[C@@H]1C	83.0	-6.0
O=c1c2ccccc2oc2ccc(C#CC3(O)CCCCC3)cc12	104.0	7.0
CC(C)N=c1cc2n(-c3ccc(Cl)cc3)c3ccccc3nc-2cc1Nc1ccc(Cl)cc1	114.0	22.0
CC(C)C(=O)NCCc1nc(-c2ccc(Cl)cc2)no1	107.0	4.0
CC1(C)C[C@H](O)[C@@]23C[C@@H](OC2=O)[C@]2(C)C(=CCC4[C@@]5(C)CC[C@H](O)C(C)(C)C5CC[C@]42C)[C@@H]3C1 (some centres undefined)	102.0	1.0
C[C@H]1C=C(C(=O)NCc2nc3ccccc3[nH]2)O[C@@H](OCCCCO)C1	106.0	3.0
Nc1ccc(O)cc1	102.0	2.0
CCOC(=O)c1ccc(OC(=O)CCCCCN=C(N)N)cc1	101.0	-1.0
CC(=O)OC1C([N+]2(C)CCCCC2)C[C@H]2C3CC[C@H]4C[C@H](OC(C)=O)C([N+]5(C)CCCCC5)CC4(C)[C@H]3CCC12C (some centres undefined)	108.0	3.0
CC(C)CC(CO)N1CCN(C(=O)c2ccc(Cl)c(Cl)c2)CCC1=O (centres undefined)	105.0	1.0
CC1(OC(=O)C2CCCC2)C(=O)C=C2C=C(C3CC3)OC=C2C1=O (centres undefined)	95.0	0.0
C[C@@H]1CCC[C@@]2(O[C@@H](CCO)C[C@@H](O)[C@@H]2O)O1	103.0	0.0
O=C(NCc1ccccc1)C1(C(F)(F)F)C/C(=C\CCO)CCCO1 (centres undefined)	111.0	6.0
CC(O)(CC(=O)O)CC(=O)O	95.0	2.0
O=C(O)c1ccc(-c2noc(-c3ccccc3F)n2)cc1	98.0	2.0
O=C(NCc1ccccc1)c1onc(CSc2ccc(F)c(F)c2)c1C(=O)NCc1ccccc1	102.0	1.0

# Arranged by the number under MEKK2 WT-MEK5 (lowest first): 4 from the list above.
SMILES	MEKK2 WT-MEK5	MEKK2 mut-MEK5
Cc1ccccc1CN1C(=O)[C@@H]2Cc3c([nH]c4ccccc34)C(C)(C)N2C1=O	96.0	-4.0
CCOC(=O)c1ccc(OC(=O)CCCCCN=C(N)N)cc1	101.0	-1.0
C[C@@H]1CCC[C@@]2(O[C@@H](CCO)C[C@@H](O)[C@@H]2O)O1	103.0	0.0
CC1(c2nnc(-c3ccncc3)o2)CC(c2ccccc2)=NO1 (centres undefined)	104.0	5.0

# (next part)
SMILES	MEKK2 WT-MEK5	MEKK2 mut-MEK5
CC(C)(C)OC(=O)NCCCC1=CC2=CC(=O)C(C)(OC(=O)C3CCCC3)C(=O)C2=CO1 (centres undefined)	92.0	0.0
O=C(O)C1=C[C@H](c2ccc3c(c2)OCO3)C[C@H](OCc2ccc(CO)cc2)O1	104.0	2.0
CCC(=O)OC1(C)C(=O)C=C2C=C(c3ccc(C#N)cc3)OC=C2C1=O (centres undefined)	89.0	-2.0
C=Cc1c(C)c2cc3[nH]c(cc4nc(cc5nc(cc1[nH]2)C(C)=C5CCC(=O)O)C(CCC(=O)O)=C4C)c(C)c3C=C	60.0*[inhibitor]	-8.0
CC(=O)S[C@@H]1CC2=CC(=O)CC[C@]2(C)[C@H]2CC[C@@]3(C)[C@@H](CC[C@@]34CCC(=O)O4)[C@H]12	111.0	6.0
O=C(O)/C=C/c1ccc(Cn2ccnc2)cc1	104.0	1.0
CC1=C(C(=O)OCc2ccccc2)C(c2ccccc2OS(=O)(=O)c2ccccc2[N+](=O)[O-])NC(=O)N1CCCC(=O)O (centres undefined)	97.0	-4.0
Cc1ccc(C2=NOC(C)(c3nnc(Cc4ccccc4)o3)C2)cc1 (centres undefined)	102.0	0.0
C[C@@H]1CC[C@]2(O[C@H](CCO)C[C@H](O)[C@H]2O)O1	111.0	7.0
CCOC(=O)[C@H](CCc1ccccc1)N[C@H]1CCc2ccccc2N(CC(=O)O)C1=O	100.0	0.0
COc1ccc(C2NC(=O)N(CCCC(=O)O)C(C)=C2C(=O)OCc2ccccc2)cc1 (centres undefined)	100.0	0.0
CC1=C(c2ccccc2)CCC1=O	99.0	-2.0
COC(=O)Nc1nc2ccc(C(=O)c3cccs3)cc2[nH]1	110.0	0.0
O=c1c2ccccc2oc2ccc(-c3ccc4[nH]ccc4c3)cc12	127.0	6.0
C=CC1CN(C(=O)OCC(Cl)(Cl)Cl)C2CC3c4ccc(OC)cc4NC3C3CC1C2CO3 (centres undefined)	96.0	1.0
CCC(C)c1nc2ccsc2c(N2CCOC2=O)c1-c1ccccc1 (centres undefined)	102.0	6.0
O=C1c2ccccc2S(=O)(=O)c2cc(N3CCC4(CC3)OCCO4)ccc21	98.0	1.0
O=C(NCc1ccccc1)c1onc(CSc2ccc(F)cc2)c1C(=O)NCc1ccccc1	110.0	4.0
CC(C)(C)OC(=O)NCCCCC1=CC2=CC(=O)C(C)(OC(=O)c3ccco3)C(=O)C2=CO1 (centres undefined)	96.0	1.0
CC(C)CCNC(=O)c1onc(CSc2ccccc2)c1C(=O)NCCC(C)C	105.0	0.0
CN1CCN2c3ncccc3Cc3ccccc3C2C1 (centres undefined)	115.0	6.0
O=C(Nc1ccc(Cl)c(C(F)(F)F)c1)[C@@H]1CC=C[C@@H]2CCN(Cc3ccc(Cl)c(Cl)c3)C(=O)[C@@H]21	113.0	3.0
COCCN1C(=O)N[C@@H](c2ccccc2)[C@@H](C(=O)OC)[C@H]1C	102.0	-1.0
CC(=O)NCCc1nc(-c2ccc(Cl)cc2)no1	101.0	1.0
COc1ccc([C@H]2/C=C\CN(C(=O)c3ccccc3)[C@@H](C)C(=O)N2Cc2ccc(F)cc2)cc1	101.0	2.0
CC(C)(C)[C@H]1C=C(C(=O)Nc2ccccc2)O[C@@H](OCCCCO)C1	105.0	3.0
Nc1c(Cl)cc(-c2csc(N3CCCC3c3nc4cc(Cl)c(N5CCCCC5)cc4n3CCCO)n2)cc1Cl (centres undefined)	97.0	0.0
COCOc1ccc(/C=C2/Oc3cc(OCOC)cc(OCOC)c3C2=O)c(OCOC)c1	96.0	0.0
CCCC[C@@H]1C[C@H]1[C@@H](NC(=O)c1cccs1)c1ccc(C(F)(F)F)cc1	114.0	6.0
CC(=O)Oc1ccccc1C(=O)Nc1ccccc1	100.0	-1.0

# Part of the list above in another layout:
> O=C(O)C1=C[C@H](c2ccc3c(c2)OCO3)C[C@H](OCc2ccc(CO)cc2)O1
  MEKK2 WT-MEK5: 104.0	MEKK2 mut-MEK5: 2.0
> CCC(C)c1nc2ccsc2c(N2CCOC2=O)c1-c1ccccc1 (centres undefined)
  MEKK2 WT-MEK5: 102.0	MEKK2 mut-MEK5: 6.0

# (further entries)
SMILES	MEKK2 WT-MEK5	MEKK2 mut-MEK5
CCOC(=O)O[C@]1(C(=O)OCCl)CC[C@H]2[C@@H]3CCC4=CC(=O)C=C[C@]4(C)[C@H]3[C@@H](O)C[C@@]21C	100.0	3.0
C[C@@H]1CC[C@@]2(O[C@@H](CCO)C[C@H](O)[C@H]2O)O1	108.0	4.0
COc1cccc(Nc2nc(NCCO)nc(N3CCCC3)n2)c1	110.0	3.0
CCN1C(=O)[C@@H]2[C@H](C1=O)[C@@H]1CC(C(=O)OC)=C[C@@H](C(=O)OC)C3C1=C(C(=O)C3(CC)CC)[C@@H]2C (some centres undefined)	88.0	-7.0
CC1(OC(=O)C2CCCC2)C(=O)C=C2C=C3CCCN3C=C2C1=O (centres undefined)	98.0	-1.0
Nc1c(Cl)cc(-c2csc(NC(CO)c3nc4ccccc4n3CCOCCO)n2)cc1Cl (centres undefined)	97.0	-1.0
CCCCCCCCCCCCN1[C@@H](CC(C)=O)c2cc(C(F)(F)F)ccc2S1(=O)=O	103.0	0.0
CC1(O)C(=O)C=C2C=C(C3CC3)OC=C2C1=O (centres undefined)	91.0	-2.0
CC(Nc1nc(-c2ccc(F)cc2)cs1)c1nc2cc(Cl)c(Cl)cc2n1CCOCCO (centres undefined)	103.0	0.0
Nc1nc2c(nc(Br)n2[C@@H]2O[C@@H]3COP(=O)(O)O[C@H]3[C@H]2O)c(=O)[nH]1	108.0	2.0
